# M. tuberculosis GlmU: inhibition of mycobacterial GlmU enzyme – biochemical, glucosamine-1-phosphate acetyltransferase (AID 1376). M. tuberculosis GlmU acetyltransferase enzyme assay; higher % means a stronger effect. inhibition, %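 (tested at 30 µM in the primary screen)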; hits with a dose series show IC50 in µM. Bifunctional protein GlmU (Mycobacterium tuberculosis (strain ATCC 25618 / H37Rv)). hit rate 0.25% among 220,000; in the data active = inhibition above about 13%;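 also: 0% = complete reaction with vehicle and 100% = reaction without substrate; strong numbers were not always called active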
# Mtb RmlCD inh: M. tuberculosis RmlC/RmlD coupled enzyme inhibitors, primary screen, biochemical, compound mixtures, 384-well, from 1536-well plates; dTDP-4-dehydrorhamnose reductase (Mycobacterium tuberculosis (strain ATCC 25618 / H37Rv)) …; RmlC+RmlD coupled enzyme assay, percent inhibition; primary screen in compound mixtures; inhibition, % at 3.6 µM; hit rate 0.03% among 160,000; in the data active = inhibition mostly above about 34%, no sharp cut-off; also: some results filed as inactive read as strong as hits
# Target sequence (P9WH09 whole entry, looked up): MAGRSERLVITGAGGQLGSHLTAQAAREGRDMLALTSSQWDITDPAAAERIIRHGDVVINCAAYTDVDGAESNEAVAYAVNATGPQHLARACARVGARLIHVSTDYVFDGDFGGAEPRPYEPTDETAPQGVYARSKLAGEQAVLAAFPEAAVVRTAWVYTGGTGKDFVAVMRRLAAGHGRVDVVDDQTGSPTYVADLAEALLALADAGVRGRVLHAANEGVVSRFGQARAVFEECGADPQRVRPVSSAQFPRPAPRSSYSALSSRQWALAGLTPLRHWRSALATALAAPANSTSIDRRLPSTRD
# Target sequence (P9WH11 whole entry, looked up): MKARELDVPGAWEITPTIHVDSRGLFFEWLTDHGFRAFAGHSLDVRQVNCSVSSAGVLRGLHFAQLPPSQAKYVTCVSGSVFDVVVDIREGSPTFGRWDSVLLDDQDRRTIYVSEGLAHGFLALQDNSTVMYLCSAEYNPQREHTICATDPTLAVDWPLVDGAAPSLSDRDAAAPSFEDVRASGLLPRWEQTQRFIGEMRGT
# * = called active by the depositor; . = not tested or not shown.
SMILES,M. tuberculosis GlmU,Mtb RmlCD inh
COC(=O)c1nn(C23CC4CC(CC(C4)C2)C3)c2c1C(=O)N(c1ccc(Br)cc1)C2=O,-0.9%,12.6
COc1cc2c(cc1OC)C(c1ccc(-c3ccc(Cl)c(Cl)c3)o1)=NCC2,7.0%,4.5
COc1ccc(Cn2nnnc2C(c2cc3cccc(C)c3[nH]c2=O)N2CCN(C)CC2)cc1 (stereo unspecified),3.0%,-9.5
O=C(OCc1nnc(-c2ccccc2)o1)c1cc2ccccc2cc1O,-4.2%,-10.1
Cc1ccc(C(=O)N2CCCC(C(=O)c3cc(F)ccc3F)C2)s1 (stereo unspecified),1.7%,2.2
CC(C)(C)NC(=O)C1N(c2cccnc2)C(=O)C2C(C(=O)Nc3ccccc3F)C3(C)C=CC21O3 (stereo unspecified),1.1%,-12.8
CN1C(=O)/C(=C2\SC(=S)N(C(CCC(=O)O)C(=O)O)C2=O)c2ccccc21 (stereo unspecified),-1.5%,-1.0
CSc1nnc2ccc(-c3cccs3)nn12,1.0%,-10.4
CSCC[C@H](NC(=O)OC(C)(C)C)c1nnc(SCC(=O)Nc2c(C)cccc2C)o1,1.3%,4.9
COC(=O)Cn1c(O)c(N=NC(=O)OC)c2ccccc21,7.6%,3.5
COc1cc2c(cc1OC)C(Nn1cnnc1)=NC1(CCCC1)C2,0.4%,1.5
CC(C)CCNC(=O)COc1cccc2c1OC(C)(C)C2,-4.3%,.
CCOC(=O)CN1NC2(CCCCCCC2)NC1=S,5.6%,5.2
NC(=S)N/N=C1\CC(n2nnnc2-c2ccccc2Cl)C2COC1O2 (stereo unspecified),-7.7%,8.9
Cc1cc(N2CCN(c3ccccc3)CC2)n2nnnc2n1,.,3.5
COc1ccc(OC)c(Nc2nc(N)c([N+](=O)[O-])c(NCc3ccccc3)n2)c1,-3.2%,-11.5
O=[N+]([O-])c1ccc(N2CCN(S(=O)(=O)c3ccc(Cl)cc3)CC2)cc1NCC1CCCO1 (stereo unspecified),1.9%,.
O=C(O)CCc1ccc(-c2cccs2)n1CC(=O)Nc1ccccc1C(F)(F)F,-7.9%,4.4
CC(C)NC(=O)CSc1nccc(-c2cccs2)n1,6.4%,.
O=C(NCC(=O)N(c1cccnc1)C(C(=O)NC1CCCC1)c1ccco1)c1cccs1 (stereo unspecified),.,8.1
O=C(/C=C/c1cccc([N+](=O)[O-])c1)NCc1cccnc1,3.1%,.
c1ccc(-c2cc3ccccc3nc2N2CCCC2)cc1,-1.5%,21.0
COCCN1C(=O)N[C@@H](CCc2ccccc2)[C@@H](C(=O)OC)[C@H]1C,-3.4%,.
CC1CCCN(c2c([N+](=O)[O-])cc(C(=O)O)cc2[N+](=O)[O-])C1 (stereo unspecified),7.8%,5.4
CC(=O)c1cccc(NC(=O)N2CCN(S(C)(=O)=O)CC2)c1,1.4%,9.5
COC(=O)c1cnn(-c2ccccc2)c1-n1cccc1C=O,0.2%,-7.3
CC(=O)c1ccc(OC(C)C)c(Cc2c(O)[nH]c(=S)[nH]c2=O)c1,1.8%,-7.0
CCOc1ccc(OCCNC2CCCC2)cc1,8.2%,.
Cc1nonc1C1CCCN1C(=O)c1cc(COc2ccc(F)cc2Cl)on1 (stereo unspecified),2.9%,-11.0
Cc1ccc(S(=O)(=O)N2CCN(Cc3nc4ccccc4n3C)CC2)cc1,1.9%,.
CN1CCN(CC/C=C2/c3ccccc3Sc3ccc(S(=O)(=O)N(C)C)cc32)CC1,-1.5%,-6.2
O=C(NC(=S)N1CCCc2ccccc21)c1ccccc1,-2.7%,-1.7
COc1ccc(C[C@H]2CN3C(=NC[C@@H]3C(C)C)N2CCNC(=O)c2ccc(C)c(Br)c2)cc1,-10.3%,.
Cc1cccc(-n2nc3c(c2NC(=O)CCC2CCCCC2)CS(=O)C3)c1C (stereo unspecified),19.3%*,-3.5
CCNc1ccccc(-c2ccc3ccccc3n2)c1=O,1.8%,4.0
COC(=O)c1ccsc1NC(=O)c1cccc(OC)c1,-0.3%,0.5
O=C(CSc1ccc(-c2ccccc2)nn1)c1cccs1,-2.6%,4.1
COC(=O)c1ccc(NC(=O)COc2ccc(S(=O)(=O)NC(C)C)cc2)cc1,0.6%,6.7
Cc1ccc2[nH]c(=O)c(CN(CCc3ccccc3)Cc3nnnn3CC3CCCO3)cc2c1 (stereo unspecified),-2.0%,-9.3
NS(=O)(=O)c1ccc(NC(=O)CN2CCN(Cc3ccccc3)CC2)cc1,-1.4%,15.4
O=C(Nc1ccc2nc(-c3cccnc3)[nH]c2c1)C1CCCCC1,-1.8%,.
CC1CCN(C(=O)c2cc3nc(C4CC4)cc(C(F)(F)F)n3n2)CC1,6.5%,.
O=C(NCCc1c[nH]c2ccccc12)/C(=C/c1ccco1)NC(=O)c1ccco1,-2.4%,11.7
COc1cc([N+](=O)[O-])ccc1NC(=O)CN1CCN(C(=O)c2ccco2)CC1,-7.5%,3.0
COC(=O)c1ccc(OC(=O)CS(=O)c2ccccc2[N+](=O)[O-])cc1 (stereo unspecified),4.2%,2.8
CC(C)Oc1ccc(CCC(=O)N/N=C/c2ccncc2)cc1,-2.6%,17.2
Cc1nc2ccccc2n1CC(=O)NC1CCCC1,2.5%,-4.8
CCc1ccc(/C=C2\SC(N3CCOCC3)=NC2=O)cc1,-0.2%,-5.3
CCOC(=O)C1(Cc2ccccc2)CCN(Cc2nccn2CC)CC1,-1.4%,-4.8
COc1ccc2c(c1)c1nc3ccccc3nc1n2CCCN1C(=O)c2ccccc2C1=O,-1.2%,6.5
CCc1n[nH]c2c1C(=O)CC(C)(C)C2,-0.6%,7.6
O=C1C=C(O)CC(c2cccs2)C1 (stereo unspecified),3.8%,6.8
COC(=O)c1cc(C)[nH]c2c(C)cc3nc4ccccc4c3c12,6.6%,-7.4
CC(/C=N/Nc1nnc(C)c(=O)[nH]1)=C\c1ccccc1,-8.1%,3.9
O=C(COC(=O)C1CCN(/C=C/C(=O)C(F)(F)F)CC1)Nc1ccccc1,-5.5%,10.8
O=c1[nH]c2cc([N+](=O)[O-])c([N+](=O)[O-])cc2[nH]c1=O,0.2%,15.0
N#C/C(=C(/O)c1ccc(Cl)c([N+](=O)[O-])c1)c1nc2ccccc2[nH]1,3.0%,16.9
CC(=O)c1cccc(S(=O)(=O)N(C)C2CCN(C)CC2)c1,2.1%,-8.6
Cc1ccc(S(=O)(=O)n2cnc3cc([N+](=O)[O-])ccc32)c(C)c1,1.1%,.
CCC(Sc1nnc(-c2ccc(C)c(Cl)c2)n1CC)C(=O)Nc1nccs1 (stereo unspecified),-4.1%,-5.1
# (more compounds)
SMILES,M. tuberculosis GlmU,Mtb RmlCD inh
Cc1cc(N)nc(C)c1C#N,-0.7%,-4.9
COc1ccc(Cl)cc1NC(=O)CCc1ccccc1,1.7%,40.5
CCN1C(=O)C2(C(C(=O)c3cc4ccccc4o3)=C(O)C(=O)N2CCCN2CCOCC2)c2ccccc21 (stereo unspecified),-1.3%,14.4
NCCCC(=O)O,5.0%,.
CCSc1nnc2c(Cl)cc(Cl)cn12,2.0%,.
COc1cccc(Cn2c(OCC3CCCO3)nc3c2c(=O)n(C)c(=O)n3C)c1 (stereo unspecified),6.5%,-1.5
CCOC(=O)c1cccc(NC(=O)CN2C(=O)C3C4C=CC(C4)C3C2=O)c1 (stereo unspecified),1.8%,8.3
COC(=O)CC1=C(C(=O)OC)C(c2ccc3c(c2)OCO3)C(C#N)=C(N)O1 (stereo unspecified),-2.1%,.
COc1ccc(CCN=C2SCC(=O)N2C)cc1OC,-0.5%,-7.1
CCOc1ccc(C2=Nn3c(nnc3-c3ccc(OC)cc3)SC2)cc1,6.3%,5.6
Cc1ccccc1N1C(=O)CC1(C#N)c1ccc(OCc2ccccc2)cc1 (stereo unspecified),1.7%,55.0
Cc1ccc(OCCOC(=O)Cn2nc(C)c([N+](=O)[O-])c2C)cc1,-7.6%,13.4
Cc1cc(C)n(C(=O)C(C)N2C(=O)c3ccccc3C2=O)n1 (stereo unspecified),3.7%,12.8
COc1ccccc1CNC(=O)c1ccc(S(=O)(=O)N(C)C)cc1,-4.6%,.
COc1ccc(/C=N/n2c(N)c(S(=O)(=O)c3cccs3)c3nc4ccccc4nc32)cc1OC,0.7%,.
O=C(O)c1nn(-c2ccccc2)nc1-c1nn(-c2ccccc2)nc1C(=O)O,0.5%,0.7
Cc1c([N+](=O)[O-])cc(S(=O)(=O)Nc2ccncc2)cc1[N+](=O)[O-],2.6%,.
O=C(NC(=S)Nc1ccccc1N1CCCCC1)c1ccccc1,-1.0%,0.2
O=C(Nc1ccccc1C(=O)Nc1nnc(C(F)(F)F)s1)c1ccccc1Cl,2.4%,13.9
CCOC(=O)NC(CC(=O)O)c1ccc(OCC)cc1 (stereo unspecified),-2.9%,11.6
COc1ccc(C(=O)NN2C(=S)N(c3ccc(OC)cc3)C(=O)C2CC(N)=O)cc1 (stereo unspecified),4.2%,14.2
CN(CC(=O)Nc1ccc2c(c1)OCO2)S(=O)(=O)c1ccc2c(c1)CCC(=O)N2,2.9%,-50.5
CC1(C)CC(=O)c2sc(NS(C)(=O)=O)nc2C1,-1.3%,.
O=C(c1ccccc1)c1ccc(N2CCNCC2)cc1,-7.6%,7.2
CC1(C)CC(=O)C(C(c2cccc([N+](=O)[O-])c2)C2C(=O)CC(C)(C)CC2=O)C(=O)C1,6.8%,-34.4
O=C(NCc1ccco1)C1CCC(CNS(=O)(=O)c2cccc3cccnc23)CC1 (stereo unspecified),4.1%,5.8
COC(=O)CCC(=O)Nc1ccc(NC(C)=O)cc1,.,7.1
CN(C(=O)c1ccccc1C(=O)OCC(=O)NC(=O)NC(C)(C)C)C1CCCCC1,-3.1%,-10.0
CCn1c(C)nc2cc(C(=O)N/N=C/c3ccc(OC)cc3)ccc21,-2.4%,3.8
COc1ccc2[nH]c(=O)c(CN(C(C)=O)C3CCCCC3)cc2c1,-0.4%,.
COc1ccccc1/C=N/NC(=S)Nc1cccnc1,1.9%,-8.8
CCCCC1=CC2=C(c3ccco3)C(=O)C(C)(OC(=O)c3ccc(OC)cc3)C(=O)C2=CN1c1ccc(OC)cc1 (stereo unspecified),2.6%,.
CC(=O)N1CCc2cc(C(=O)CN3CCN(C(=O)c4ccco4)CC3)ccc21,-3.4%,4.6
COCCCNc1oc(-c2ccccc2F)nc1C#N,4.0%,6.0
COc1cc(/C=C2\SC(=O)NC2=O)ccc1Oc1cnccn1,-1.8%,.
CCCn1c(SCC(=O)NCCc2ccccc2)nnc1-c1ccccn1,3.0%,8.4
Cc1ccc(Cl)cc1N1CCN(C(=O)CN(C2CCCCC2)S(C)(=O)=O)CC1,1.4%,.
Cc1ccc(Cn2c(SCC(C)C)nc3c2c(=O)n(C)c(=O)n3C)cc1,4.7%,7.1
C=CCn1c(SCc2nc3ccccc3c(=O)[nH]2)nc2sc3c(c2c1=O)CCCC3,-3.8%,11.7
COc1ccc(N2C(=O)CC(S/C(N)=N/N=C(\C)c3cccs3)C2=O)cc1 (stereo unspecified),4.9%,-3.4
O=C1OC(NC(=O)c2ccccc2)C(n2cc(CO)nn2)=C1Cl (stereo unspecified),-1.5%,1.2
O=C(CCc1ccccc1)Nc1ccc(NC(=O)C2CCCCC2)nc1,-3.3%,3.5
O=C(/C=C/c1ccccc1)Nn1cnnc1,-0.4%,6.3
N#C/C(=C(/O)COC(=O)c1ccccc1O)c1nc2ccccc2s1,8.7%,.
CCOC(=O)C/C(C)=N/NC(=O)CNc1cccc(Cl)c1C,0.1%,6.5
COc1ccc(-c2nc(CSCC(=O)NCC3CCCO3)c(C)o2)cc1OC (stereo unspecified),1.4%,-3.5
COc1cccc(NC(=S)N2CCN(Cc3ccccc3)CC2)c1,3.4%,26.0
COCCCNC(=O)c1c(N)n(/N=C/c2cccnc2)c2nc3ccccc3nc12,.,-1.4
NC(=O)c1oc2ccccc2c1NC(=O)c1ccco1,0.6%,9.2
CC1(C)CC(=O)CC(C)(C)N1OC(=O)c1ccccn1,0.7%,7.1
O=C(Nc1ccccc1Cl)c1ccccc1S(=O)(=O)c1ccccc1[N+](=O)[O-],-4.6%,25.2
COc1cccc(-c2nc(CS(=O)(=O)CC(=O)NCCC(C)C)c(C)o2)c1,0.8%,-9.6

# Not all compounds are listed; rates above refer to the full screens.
